Screens as filed in PubChem.
Ins promoter up: MIN6 insulin promoter up-regulation. actives 0.3% (n = 190,000). z-score at 5 µM. MIN6 insulin promoter-GFP reporter, high-content imaging; hits give high values;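 active means z-score above 3 at 5 µM with at least 500 cells counted in the well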
XIAP antagonists: small molecules displacing peptide from XIAP – biochemical, IAP family, fluorescence polarization (AID 1018); displacement, % at 20 µM; hits with a dose series show IC50 in µM; XIAP BIR domain, fluorescence polarization peptide displacement; higher % means a stronger effect; actives 0.007% (n = 200,000); in the data active means displacement above about 50%; further: a part of the inactive calls stands beside numbers as strong as those of hits
b-catenin transl: alters nuclear translocation of beta-catenin in HeLa cells. immunofluorescence imaging. nuclear translocation activity, % at 5 µM. actives 0.3% (n = 190,000);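 active means nuclear translocation activity above 50% at 5 µM, with a well cell count of 50 or more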;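 further: per-cell ratio of nuclear to cytoplasmic median beta-catenin stain intensity; plate controls were DMSO negative control for no effect and GSK-3 inhibitor IX positive control for full effect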
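Technique: fluorescence imaging of beta-catenin antibody stain plus DAPI / Material: human HeLa cell line / Incubation: compound treatment 24 h, 37°C, 5% CO2 / Read-out basis: % activation of per-cell nuclear versus cytoplasmic median beta-catenin signal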
MT stabilize HCS: microtubule stabilizers in HeLa cells; % tubulin-high responders, % at 10 µM; actives 0.83% (n = 200,000); AID 2205; HeLa tubulin immunostaining HCS, 24 h; share of cells brighter than vehicle mean+2SD;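 active means plate Z-score above 3 for both tubulin-high and condensed-nucleus cell shares, with cell loss under 80%, at 10 µM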;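 further: anti alpha tubulin signal scored within the nucleus-defined area of each cell; some results filed as inactive read as strong as hits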
Dynein cargo inh: dynein cargo transport inhibition. 3617.4 mouse cells, GR-EGFP nuclear translocation imaging; test concentration mostly 20 µM; stimulated with dexamethasone, 1 µM; hits give low values. z-score, hits read low. actives 0.47% (n = 220,000);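 active means plate z-score of nuclear minus cytoplasmic receptor signal below a set negative limit, without overly bright fluorescence or cell loss, cut at about -3.5 in these data, passing the limit was not always enough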;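 further: z-score of nuclear minus cytoplasmic ring GR-EGFP intensity difference per well; some compounds called inactive have numbers as strong as hits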
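Buffer or medium: tet-free medium with charcoal-stripped serum / Also added: dexamethasone agonist, 1.0 µM final, for 30 min / Timing: induction 48 h, compound 1 h, agonist 30 min / Measured by: high-content fluorescence imaging after fixation / Read-out: nuclear-to-cytoplasmic GR-EGFP distribution per well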
CSM14.1 death rescue: rescue of cells from ER stress-induced death, primary screen, 384-well, CSM14.1, thapsigargin, ATP luminescence (AID 1222) | CSM14.1 thapsigargin-induced death rescue, ATP luminescence; higher % means a stronger effect | cellular ATP content (survival), % at 20 µM, or EC50 in µM where a hit was titrated | 190,000 tested, under 10 active;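 active means EC50 below 50 µM in the dose-response confirmation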;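 further: death triggered by thapsigargin at about 15 µM added after 2 h compound pretreatment; cell ATP read after overnight thapsigargin exposure of roughly 18 to 22 hours; normalized against plate controls of thapsigargin alone and 5% DMSO vehicle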
Autophagy mod: alters autophagy in cells; calls only at 10 µM (by protocol); actives 0.98% (n = 190,000); MEF GFP-LC3 puncta imaging; test concentration mostly 10 µM;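 active means percentage of spot-positive cells more than 3 SD above its plate mean, without a fluorescence outlier flag or 80% toxicity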;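 further: spot-positive cell cutoff set from DMSO-treated cells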
Lipid droplet: modulators of hepatic lipid droplet formation | AML12 mouse hepatocytes, oleate lipid droplets, BODIPY imaging | inhibition, % at 6.5 µM | actives 0.4% (n = 240,000) | AID 1656;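 active means lipid droplet intensity inhibited by at least 50%, with more than 500 cells counted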
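Assay system: AML12 mouse liver cells | Compound dosing: One dose, 6.5 µM compound | Read-out basis: Droplet intensity reduction, % inhibition | Measured by: Fluorescence imaging, 20x objective, two fields per well | Schedule: Overnight treatment with compound plus oleate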
WT yeast gro inh: growth inhibition of WT yeast, mitochondrial fusion screen; mitochondrial fusion phenotypic screen, WT strain; inhibition, % at 10 µM; actives 2.1% (n = 190,000); in the data active means inhibition above about 58%; tested in S. cerevisiae
WT yeast gro inh mutant strain: further read-out of WT yeast gro inh, marked with its call; inhibition, %; mitochondrial fusion phenotypic screen, mutant strain inhibition
Dynein cargo inh cytoplasmic EGFP: further read-out of Dynein cargo inh, marked with its call; z-score; measured here: cytoplasmic GR-EGFP intensity; hits give high values
Dynein cargo inh nuclear GR-EGFP: further read-out of Dynein cargo inh, marked with its call; z-score; measured here: nuclear GR-EGFP intensity;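 lower value marks the stronger effect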
Dynein cargo inh cell count: recorded beside Dynein cargo inh, whose call it bears; z-score; measured here: cell count per field
Ins promoter up cell count: recorded beside Ins promoter up, whose call it bears; cell count; measured here: cytotoxicity, nuclei count;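 total cells summed across four imaged fields per well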
Lipid droplet cells 6.5 µM: further read-out of Lipid droplet, marked with its call; cell count; measured here: cell count, cytotoxicity flag;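 cells counted across two imaged fields per well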
b-catenin transl cell count 5 µM: second read-out of b-catenin transl, no call of its own (marks repeat the call); cell count; measured here: cell count, cytotoxicity flag
MT stabilize HCS Hoechst-high %: second read-out of MT stabilize HCS, no call of its own (marks repeat the call); % Hoechst-high responders; measured here: nuclear condensation Hoechst responders;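 share of cells brighter than vehicle mean plus two SD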
MT stabilize HCS cytotoxicity %: also measured in MT stabilize HCS; calls as there; toxicity, %; measured here: cytotoxicity by cell density;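 0% = mean cell density of plate MIN control wells and 100% = no cells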
Autophagy mod cell loss 18 h: also measured in Autophagy mod; calls as there; toxicity, %; measured here: cell loss, nuclei count;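 cell loss after 18 h compound exposure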
* hit, by the source's call; i = inactive; / = not tested or not shown.

cpd	compound	Lipid droplet	Dynein cargo inh nuclear GR-EGFP	Dynein cargo inh	MT stabilize HCS Hoechst-high %	Lipid droplet cells 6.5 µM	Autophagy mod	b-catenin transl cell count 5 µM	WT yeast gro inh	CSM14.1 death rescue	Dynein cargo inh cell count
1	CCOc1ccc(S(=O)(=O)N(CC(N)=O)c2ccc(C)cc2)cc1	-7	0.82	1.6	2.0	743	i	1049	-11	-3.0%	-0.14
2	Cc1ccc(-c2cc(N)n[nH]2)cc1	15	-0.096	-0.81	1.6	747	i	1204	13	-2.6%	0.34
3	S=C(Nc1ccccc1Cl)N1CCOCC1	1	-0.23	-0.29	2.4	651	i	915	-5	-2.7%	0.023
4	O=C(Cc1ccccc1)c1ccc2c(c1)OCCO2	3	-0.64	-1.2	0.7	716	i	1366	-3	-1.4%	1.4
5	CCOCCCNC(=O)/C(C#N)=C/c1cc(Br)c(O)c(Br)c1	-7	0.21	0.63	/	707	/	524*	/	/	-0.26
6	C#CCOCCOCCOCCNc1nc(N2CCN(C(=O)Cn3cc(CCO)nn3)CC2)nc(N2CCN(C(=O)[C@H]([C@@H](C)O)n3cc(CCCCN)nn3)CC2)n1	/	1.2	1.9	1.8	/	i	559	6	-5.1%	-0.21
7	Cc1nc2ccc(NC(=O)c3ccccc3)cc2s1	-4	-0.48	-0.53	3.2	660	i	1565	-12	-1.1%	0.64
8	Cc1ccc(/C=N/Nc2nc(N3CCCCC3)nc(N3CCCCC3)n2)o1	5	-0.24	-0.57	3.8	695	i	1108	20	0.7%	0.5
9	CCCC(C)NC(=O)Cc1ccccc1 (stereo not drawn)	23	0.68	1.3	/	734	/	996	/	/	-0.92
10	CCC(C)(C(=O)NC1CCCC1)N(Cc1ccco1)C(=O)c1ccccn1 (stereo not drawn)	/	0.62	1	2.3	/	i	1316	-13	-7.5%	-0.11
11	COCCn1nnnc1C(c1ccccc1Cl)N1CCN(c2ccccc2OC)CC1 (stereo not drawn)	/	0.025	-0.27	2.1	/	i	942	18	5.6%	0.49
12	Nc1cccc(C(=O)N/N=C/c2ccsc2)c1	1	0.11	-0.32	3.8	741	i	1104	6	-1.2%	0.49
13	O=C(NCCCN1CCCC1=O)Nc1ccc(F)c(Cl)c1	/	0.11	-0.33	2.1	/	i	1373	-12	-2.0%	0.21
14	C[N+](C)(C)CCNC(=O)c1c(O)c2c([nH]c1=O)CCCC2	-10	-0.23	-0.22	1.6	581	i	1067	-16	-0.5%	0.36
15	COc1ccc(CN(C(=O)c2ccco2)c2ccc(C)c(C)c2)cc1	0	-0.036	0.53	56*	740	i	602	39	0.1%	-0.11

cpd	MT stabilize HCS	XIAP antagonists	WT yeast gro inh mutant strain	b-catenin transl	Ins promoter up cell count	MT stabilize HCS cytotoxicity %	Dynein cargo inh cytoplasmic EGFP	Ins promoter up	Autophagy mod cell loss 18 h
1	2.0	1.8%	-2	-1.0	1243	6.6	-0.23	-1.1	4
2	1.8	-2.6%	-5	-1.7	825	4.1	-0.12	-0.01	-3
3	5.7	-4.3%	-8	-0.7	1402	4.8	-0.28	0.08	-3
4	3.8	-6.6%	10	-0.3	1452	2.2	-0.3	0.06	-4
5	/	/	/	50*	997	/	-0.18	-0.09	/
6	3.0	-10%	-12	-2.4	1352	6.1	-0.15	1.5	10
7	2.9	-4.8%	-14	-1.0	/	5.0	-0.23	/	-2
8	1.8	-5.3%	15	0.8	1221	12	-0.17	-0.05	-15
9	/	/	/	-0.3	1337	/	0.14	0.09	/
10	3.1	-4.5%	9	-0.5	1502	8.7	-0.16	-0.07	18
11	2.8	-5.8%	-2	-5.4	1176	2.0	-0.17	-0.75	2
12	3.9	-9.7%	11	-2.4	1288	6.2	-0.04	0.42	-4
13	2.2	-1.0%	-21	0.8	1564	2.1	-0.21	0.11	3
14	2.9	0.6%	13	0.4	1508	13	-0.33	0.46	7
15	16*	-5.7%	-30	19	/	21*	0.0024	/	8

The closing two entries of the section above lead into the next.
cpd	compound	Lipid droplet	Dynein cargo inh nuclear GR-EGFP	Dynein cargo inh	MT stabilize HCS Hoechst-high %	Lipid droplet cells 6.5 µM	Autophagy mod	b-catenin transl cell count 5 µM	WT yeast gro inh	CSM14.1 death rescue	Dynein cargo inh cell count
14	C[N+](C)(C)CCNC(=O)c1c(O)c2c([nH]c1=O)CCCC2	-10	-0.23	-0.22	1.6	581	i	1067	-16	-0.5%	0.36
15	COc1ccc(CN(C(=O)c2ccco2)c2ccc(C)c(C)c2)cc1	0	-0.036	0.53	56*	740	i	602	39	0.1%	-0.11
16	Cc1c(C(=O)N2CCCCCC2)nnn1-c1nonc1N	/	-0.34	-1.2	2.3	/	i	1342	-13	-2.2%	1.4
17	COc1ccc(-c2nc(C)c(C(C)=O)n2O)cc1[N+](=O)[O-]	18	-0.37	-0.27	1.7	681	i	1084	13	-0.5%	0.72
18	CCOC(=O)c1csc(-c2snnc2C)n1	2	0.49	0.99	/	762	/	882	/	/	-0.23
19	CSC1=N/C(=C\c2ccc(C)s2)C(=O)S1	12	-0.062	0.64	2.2	659	i	907	-11	0.1%	-0.14
20	CC(=O)Nc1cc(C(=O)OCC(=O)c2ccccc2)ccc1C	12	-0.33	-0.44	1.8	718	i	594	-4	-2.0%	0.54
21	CCC(C)(C)NC(=O)C(c1cccn1C)N(C(=O)Cn1nnc2ccccc21)c1ccccc1OC (stereo not drawn)	/	-0.093	0.24	1.3	/	i	995	-14	-1.8%	0.33
22	CCOC(=O)N1CCN(C(=O)C2CC(=O)N(c3ccc(OC)cc3)C2c2ccc(OC)cc2)CC1 (stereo not drawn)	-24	2	2.2	0.5	710	i	1140	10	0.2%	-1.5
23	CNS(=O)(=O)/C=C/c1ccccc1	13	0.39	0.23	3.3	656	i	1162	-2	-0.6%	0.09
24	O=C(Nc1c[nH]c(=O)[nH]c1=O)c1ccc2c(c1)C(=O)N(c1cccc([N+](=O)[O-])c1)C2=O	0	1.9	1.3	/	594	/	1266	/	/	-2.2
25	CCC(CO)NC(=O)c1cccc(S(=O)(=O)N2c3ccccc3CC2C)c1 (stereo not drawn)	/	0.16	-0.01	2.8	/	i	1114	5	-1.0%	-0.52
26	Nc1cc(S(=O)(=O)Nc2ccccc2Cl)ccc1N1CCCC1	-5	0.19	0.21	/	693	/	1247	/	/	-0.27
27	CC(=O)c1ccc2c(c1)CC(C)C(=O)N2C (stereo not drawn)	31	-0.51	-0.27	3.9	701	i	462	-4	-0.7%	0.58
28	c1ccn2c(CNc3ncnc4sccc34)nnc2c1	7	0.68	0.66	1.8	717	i	1225	5	-1.2%	0.092
29	O=C(O)/C=C/c1cn(-c2ccccc2)nc1-c1cccs1	8	0.93	1.1	1.5	704	i	1102	6	-1.8%	-0.96
30	Cc1ccc(C(C(=O)NC2CCCC2)N(C(=O)Cc2cccs2)c2ccc3c(c2)OCCO3)cc1 (stereo not drawn)	7	-0.58	-0.24	1.7	665	i	1105	19	-1.0%	0.53

cpd	MT stabilize HCS	XIAP antagonists	WT yeast gro inh mutant strain	b-catenin transl	Ins promoter up cell count	MT stabilize HCS cytotoxicity %	Dynein cargo inh cytoplasmic EGFP	Ins promoter up	Autophagy mod cell loss 18 h
14	2.9	0.6%	13	0.4	1508	13	-0.33	0.46	7
15	16*	-5.7%	-30	19	/	21*	0.0024	/	8
16	4.4	-3.6%	-3	-3.4	1415	6.0	0.35	0.13	-4
17	2.8	-3.8%	0	-3.0	1148	2.5	-0.2	-0.47	7
18	/	/	/	4.8	1323	/	-0.23	-0.19	/
19	4.3	-0.5%	-25	0.9	1414	5.2	-0.23	0.05	2
20	2.6	-7.8%	-14	-2.5	1102	2.8	-0.21	0.5	-4
21	1.2	-3.9%	-4	-5.4	1320	3.0	-0.19	-0.64	0
22	1.5	-5.0%	5	-0.6	1136	11	-0.16	-0.19	8
23	6.8	-7.0%	15	-4.8	1220	11	-0.25	0.49	8
24	/	/	/	-0.3	1088	/	-0.12	-0.04	/
25	2.1	-1.3%	-5	0.4	1255	13	-0.18	-0.98	-10
26	/	/	/	1.7	948	/	-0.25	-0.12	/
27	7.1	2.6%	-15	-0.6	1267	1.8	-0.32	0.57	-1
28	4.2	-4.4%	4	0.0	/	7.7	-0.2	/	-4
29	2.9	-3.8%	5	-1.1	/	3.5	-0.22	/	51
30	1.4	-2.0%	7	-0.4	1811	3.0	-0.23	0.17	-5
